# Screening data deposited in PubChem by Sanford-Burnham Center for Chemical Genomics.
# ER stress surv – protection against thapsigargin ER stress killing – CSM14.1 cells, ATP luminescence, primary screen; relative survival (cellular ATP), % at 15 µg/mL (by protocol); AID 1010, 2008; actives 0.33% (n = 48,000); CSM14.1 thapsigargin ER stress survival;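 active = survival measured by cellular ATP above 50% at 15 µg/ml in the first screen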;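 note: cell death triggered by about 15 µM thapsigargin; ATP read 24 h after thapsigargin was added; plate controls were thapsigargin with DMSO for no effect and DMSO without thapsigargin for full effect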
# * hit, by the source's call. Only part of the results is shown; rates above refer to the full screens.
SMILES	ER stress surv
O=C1c2cccc3cccc(c23)C(=O)N1/N=C/c1ccc(Br)cc1	9
COc1ccccc1/C=C1\SC(=S)N(NC(=O)c2cccc([N+](=O)[O-])c2)C1=O	7
Cn1c(=O)c2c(ncn2CC(=O)NC2CCCC2)n(C)c1=O	10
CC(=O)C1=C(O)CC(C)(C)CC1=Nc1ccccc1O	4
Cc1cccc(/C(N)=N/OC(=O)COc2ccccc2C)c1	2
O=C(O)C(c1ccccc1)C(c1ccccc1)c1ccccc1 (stereo unspecified)	10
Cc1ccc(N2CC(C(=O)OCc3ccc([N+](=O)[O-])cc3)CC2=O)cc1 (stereo unspecified)	3
COc1c(Cl)cc(C(=O)Nc2ccc(N3CCOCC3)cc2)cc1Cl	8
Brc1ccc(/C=N/N2CCN(Cc3cccc4ccccc34)CC2)s1	0
CC(C)c1cc(NS(=O)(=O)c2ccccc2N)cc(C(C)C)c1O	6
O=C(c1ccc(F)cc1F)n1nnc2ccccc21	-2
O=C1N=c2ccccc2=C1c1sc(=O)n(-c2ccc(O)cc2)c1O	10
O=C(O)c1ccc(N2C(=O)CC(SC(=NCCc3ccccc3)Nc3ccc(F)cc3)C2=O)cc1 (stereo unspecified)	0
COc1ccccc1/C=C1\SC(=S)N(NC(=O)c2ccccc2)C1=O	11
COc1cc(NC(=O)c2cccs2)ccc1NC(=O)c1ccco1	-1
COc1ccc2c(c1OC)C(=O)N(c1ccc(NC(C)=O)cc1)C2=O	6
O=C1S/C(=C\c2ccc3c(c2)OCO3)C(=O)N1Cc1ccccc1	-1
C=C(C)C(=O)Oc1ccc(N2C(=O)CCC2=O)cc1	-2
CCOC(=O)C(Cc1ccccc1Cl)(NC(C)=O)C(=O)OCC	9
CC1=C(C(=O)Nc2ccccc2)C(c2cccc(I)c2)NC(=S)N1 (stereo unspecified)	3
C=CCn1c(-c2nonc2NC(C)=O)nc2ccccc21	4
O=C(Cc1cccc2ccccc12)N1CCN(c2ccccc2)CC1	7
CCOC(=O)c1ccc(-n2c(C)cc(/C=C3\NC(=S)NC3=O)c2C)cc1	11
COc1ccc(NC(=O)C(=O)N/N=C/c2ccc(O)c(OC)c2)cc1	10
COc1ccc(C)cc1NC(=O)C(=O)NCC1CCCO1 (stereo unspecified)	11
CCN(CC)CCNc1nc2nonc2nc1NCCN(CC)CC	0
O=C(NC(=S)Nc1ccc(Cl)cc1Cl)c1ccco1	0
O=C(/C=C/c1ccccc1)Nc1nnc(-c2ccncc2)s1	1
COc1ccc(N(CC(=O)Nc2ccc(C)cc2)S(C)(=O)=O)cc1	0
COC(=O)c1c(NC(=O)C2CCCCC2C(=O)O)sc2c1CCC(c1ccccc1)C2 (stereo unspecified)	4
CC(=O)Oc1ccc(-c2cccc(C(=O)Oc3ccccc3)c2)cc1	-1
Cc1sc2nc(SCC(=O)NCCCN3CCOCC3)[nH]c(=O)c2c1C	3
O=C1N=c2ccc(Br)cc2=C1c1sc(=S)n(Cc2ccco2)c1O	4
Cc1ccc(/C(O)=C2/C(=O)C(=O)N(CCCCCC(=O)O)C2c2ccccc2)cc1 (stereo unspecified)	8
CCN1C(=O)/C(=C\c2ccccc2Sc2ccc(Cl)cc2)SC1=S	6
COc1cc([N+](=O)[O-])cc(/C=C2\C(=O)NC(=O)N(c3ccc(Cl)cc3)C2=O)c1O	0
CCNC(=O)C(=O)Nc1ccc(OC)c(Cl)c1	16
O=C1NC(=S)N/C1=C\c1ccc(F)c(Br)c1	5
C=C(C)CNC(=S)NC1=C(C)N(C)N(c2ccccc2)C1=C	-2
O=C(c1ccc(Br)cc1)c1ccc2c(c1)OCCCO2	14
O=C(NCCc1ccc(F)cc1)C(=O)Nc1ccccc1	8
CCOC(=O)C1=C(C)NC2=C(C(=O)CC(c3ccccc3)C2)C1c1ccc(C)o1 (stereo unspecified)	5
O=C(c1cccc(Nc2nc(-c3ccccc3)c3cc(Br)ccc3n2)c1)N1CCOCC1	9
Cc1ccc(-c2ccc(OC(=O)CCN3C(=O)c4ccccc4C3=O)cc2)cc1	4
C/C(=N/NC(=O)c1c[nH]c2ccccc12)c1cccc(NC(=O)c2ccco2)c1	0
Cc1c(NC(=O)/C=C\C(=O)O)c(=O)n(-c2ccccc2)n1C	5
Cc1ccccc1NC(=O)/C=C/c1ccc(F)cc1	3
Cc1c(-c2ccccc2)nc2ccccc2c1C(=O)NCCCc1ccccc1	4
COC(=O)c1ccc(C(=O)OC)c(NC(=O)Nc2ccc(Cl)c(Cl)c2)c1	11
Cc1c(C(c2cc3c(cc2Br)OCO3)c2c(C)n(C)n(-c3ccccc3)c2=O)c(=O)n(-c2ccccc2)n1C	10
Cc1ccc2c(Cl)c(C(=O)N3CCc4ccccc4C3)sc2c1	4
CCc1cccc(C)c1NS(=O)(=O)c1ccc(F)cc1	11
COc1cc(NC(=O)c2cc3nc(-c4ccccc4)cc(C)n3n2)c(OC)cc1Cl	12
O=C(CCCOc1ccc(Cl)cc1Cl)Nc1ccc([N+](=O)[O-])cc1Cl	7
NC(N)=NS(=O)(=O)c1ccc(NC(=O)c2cccc([N+](=O)[O-])c2)cc1	-4
COc1ccccc1CNC(=O)Cc1ccc(Cl)cc1	-2
COC(=O)C1=C(C)NC2=C(C(=O)CC(c3ccc(OC)cc3)C2)C1c1cc(OC)ccc1OC (stereo unspecified)	-2
CCOc1ccc(C(=O)Nc2cc(-c3nc4ncccc4o3)ccc2C)cc1[N+](=O)[O-]	7
O=C(Nc1c(C(=O)Nc2ccc(Br)cc2)cnn1-c1ccccc1)c1cccc(F)c1	9
COc1ccc(CN2CCN(Cc3cc(OC)c(OC)cc3OC)CC2)c(OC)c1	0

# 2 compounds drawn at random from those above:
SMILES	ER stress surv
COc1ccc(CN2CCN(Cc3cc(OC)c(OC)cc3OC)CC2)c(OC)c1	0
O=C(Nc1c(C(=O)Nc2ccc(Br)cc2)cnn1-c1ccccc1)c1cccc(F)c1	9

# Other results follow:
SMILES	ER stress surv
O=C1Nc2ccc(Br)cc2C1=Cc1nc2ccccc2c(=O)n1-c1ccc(C(=O)O)cc1	-1
CCOC(=O)c1ccccc1NC(=O)CN(c1ccc(C)cc1)S(=O)(=O)c1ccc(F)cc1	11
COc1ccc(C2CC(=O)C3=C(C2)Nc2ccccc2NC3c2ccc(OC(C)=O)cc2)cc1 (stereo unspecified)	11
COc1ccc(NC(=O)COc2ccc(C)c(C)c2)cc1	12
N#Cc1c(N)nc2c(c1-c1ccc(F)cc1)CCCC2	9
O=C(NC(NC(=S)Nc1ccc(Cl)cc1)C(Cl)(Cl)Cl)c1ccccc1F (stereo unspecified)	-2
COc1cc([N+](=O)[O-])ccc1N1C(=O)C2C3C=CC(C4CC34)C2C1=O (stereo unspecified)	2
Cc1cccc(C(=O)Nc2ccccc2)c1	-4
CCc1ccc(CN2CCN(Cc3cccc(OC)c3OC)CC2)cc1	-3
COc1ccc(C2C(C(=O)OC(C)C)=C(C)N=c3s/c(=C\c4cc(OC)ccc4OC)c(=O)n32)cc1 (stereo unspecified)	2
CC1=NN(C(N)=S)C2(O)CC3C(C12)C3(C)C (stereo unspecified)	2
Cc1cccc(C(=O)Nc2sc3c(c2C(=O)NCc2ccco2)CCCCC3)c1	4
CS(=O)(=O)N1CCN(Cc2cccc3ccccc23)CC1	26
Cc1ccc(N2C(=O)c3cccnc3C2=O)cc1C	16
CCC(=O)N1CCN(c2ccc([N+](=O)[O-])cc2)CC1	8
COC(=O)C1=C(C)N(Cc2ccco2)C(=O)/C1=C\c1ccc(O)c(OC)c1	1
CC1(C)CC(=O)C2=C(C1)Nc1ccccc1N(C(=O)c1ccc(Cl)cc1)C2c1ccccn1 (stereo unspecified)	13
COc1ccc(Br)cc1C(=O)Nc1ccc(Cl)cc1	6
CCOC(=O)c1c(-c2ccccc2)csc1NC(=O)c1ccc(OC(C)C)cc1	-5
CN1C(=O)NC(=O)/C(=C/c2ccc(-c3ccc(Cl)cc3)o2)C1=O	7
COc1cc(/C=N/NC(=O)c2cccc([N+](=O)[O-])c2)ccc1OCc1ccccc1	-1
O=C(NN1C(=O)CSC1=S)c1ccccc1[N+](=O)[O-]	15
COc1c(Cl)cc(C(=O)Nc2nc(-c3ccccc3)cs2)cc1Cl	-1
CCOc1cc(C=C2C(=O)NC(=S)NC2=O)ccc1OCCSc1cccc2ccccc12	6

# Another view of four compounds above:
COc1c(Cl)cc(C(=O)Nc2nc(-c3ccccc3)cs2)cc1Cl
- ER stress surv: -1

COc1cc(/C=N/NC(=O)c2cccc([N+](=O)[O-])c2)ccc1OCc1ccccc1
- ER stress surv: -1

CCC(=O)N1CCN(c2ccc([N+](=O)[O-])cc2)CC1
- ER stress surv: 8

CCOc1cc(C=C2C(=O)NC(=S)NC2=O)ccc1OCCSc1cccc2ccccc12
- ER stress surv: 6

# The listing continues.
SMILES	ER stress surv
Cc1ccc2[nH]c(C(=O)N/N=C/c3ccc(O)cc3O)c(-c3ccccc3)c2c1	2
O=C(Nc1ccc(Cl)c(Cl)c1)Nc1nnc(Cc2ccc(F)cc2)s1	3
Cc1ccc(C(=O)/C=C/c2c[nH]c3ccccc23)cc1	-8
NNc1nccc(Nc2ccccc2C(=O)O)n1	9
CC1=C(C(=O)Nc2ccc(C)cc2)C(c2ccccc2Br)NC(=O)N1 (stereo unspecified)	2
O=C(Nc1ccccc1C(=O)N1CCOCC1)c1ccccc1Cl	6
CCCCOc1cccc(C(=O)Nc2ccc(I)cc2Cl)c1	0
O=C(NCc1cccnc1)c1cccc(Cl)c1	2
Cc1cccc(OCCn2cc(C=C3C(=O)NC(=S)NC3=O)c3ccccc32)c1	7
Cc1cccc(C(=O)N2N=C(c3ccc(Cl)cc3)CC2(O)C(F)(F)F)c1 (stereo unspecified)	0
Cc1ccc(C(=O)c2cccc(N3C(=O)c4ccccc4C3=O)c2)cc1C	4
Cc1cccc(NC(=O)C(O)C(O)C(=O)Nc2cccc(C)c2)c1 (stereo unspecified)	4
Cc1cccc(OCC(=O)N/N=C/c2cc([N+](=O)[O-])cc(Br)c2O)c1	4
Cc1cccc(N2C(=O)S/C(=C\c3ccccc3)C2=O)c1	2
CCSc1nnc(NC(=O)c2ccc(Br)o2)s1	1
O=C1C(=O)N(CC2CCCO2)C(c2ccccc2)/C1=C(/O)c1ccccc1 (stereo unspecified)	2
CCc1ccccc1NC(=O)C1CC1(c1ccccc1)c1ccccc1 (stereo unspecified)	3
O=C(NCc1ccc2c(c1)OCO2)c1cccc([N+](=O)[O-])c1	9
Cc1ccccc1OCC(=O)Nc1ccc(I)cc1Cl	6
Cc1c(C(=O)OC(C)C)sc(NC(=O)C(F)(F)F)c1C(=O)OC(C)C	-2
Clc1ccc(/C=N/N=C(c2ccccc2)c2ccccc2)s1	5
COc1ccc(CN2CCN(C3CCN(Cc4ccccc4)CC3)CC2)cc1Br	-6
CCOc1ccc(C(=O)Nc2ccc(Cl)cn2)cc1[N+](=O)[O-]	2
Cc1cc(N2CCN(c3ccccc3)CC2)nc2ccccc12	4

# Quoted from the listing:
# In ER stress surv, `Cc1c(C(=O)OC(C)C)sc(NC(=O)C(F)(F)F)c1C(=O)OC(C)C` has -2
# In ER stress surv, `CCSc1nnc(NC(=O)c2ccc(Br)o2)s1` has 1
# In ER stress surv, `CCc1ccccc1NC(=O)C1CC1(c1ccccc1)c1ccccc1` (stereo unspecified) has 3
# In ER stress surv, `Clc1ccc(/C=N/N=C(c2ccccc2)c2ccccc2)s1` has 5
# In ER stress surv, `Cc1cccc(N2C(=O)S/C(=C\c3ccccc3)C2=O)c1` has 2
# In ER stress surv, `Cc1ccccc1OCC(=O)Nc1ccc(I)cc1Cl` has 6
# In ER stress surv, `O=C(NCc1ccc2c(c1)OCO2)c1cccc([N+](=O)[O-])c1` has 9

# Next part.
SMILES	ER stress surv
COc1ccc(Cl)cc1C(=O)NCCCN(C)C	-2
O=C(N/N=C/c1ccc(F)cc1)c1cc(-c2ccc3ccccc3c2)n[nH]1	2
COc1ccccc1NC(=O)C1=C(C)NC2=C(C(=O)CC(C)(C)C2)C1c1ccc2c(c1)OCO2 (stereo unspecified)	19
CCOc1ccc2nc(NC3=NCCC(=O)N3)nc(C)c2c1	-1
CCOc1ccc(N2C(=O)C=CC2=O)c([N+](=O)[O-])c1	0
CCc1ccccc1N(CC(=O)Nc1cccc(Br)c1)S(C)(=O)=O	0
O=C1Nc2ccc(Br)cc2C12NN=C(c1ccccc1)S2 (stereo unspecified)	12
C#CCSc1nc2c(cc1C#N)CCC2	15
CCC(=O)N1CCN(c2cc(C)c(C(C)=O)cc2F)CC1	15
Cc1ccc(Cl)cc1NC(=O)c1cccc(N(C)C)c1	2
Nc1cc(-c2cccc(Br)c2)nn1-c1ccccc1	-3
O=C1OCC2=C1C(c1ccc3c(c1)OCO3)Sc1ccccc1N2 (stereo unspecified)	1
N#Cc1c(N)[nH]c(=S)c(C#N)c1-c1cccc(O)c1	11
N#Cc1cccc(NC(=O)CCC(=O)O)c1	9
O=C(O)c1cc(-c2ccccc2Cl)nc2ccccc12	4
Cc1ccc(S(=O)(=O)Oc2cccc(/C=C3/SC(=S)N(C)C3=O)c2)cc1	6
CCOc1ccccc1NC(=O)COc1ccc2ccccc2c1	2
Cc1ccc(NC(=O)c2cc(I)ccc2Cl)cc1	1
CC(C)(C)Cc1ccc(C2C(=O)c3ccccc3C2=O)cc1	-6
CC1=C(C(=O)OCCc2ccccc2)C(c2ccccc2[N+](=O)[O-])C2=C(CCCC2=O)N1 (stereo unspecified)	-4
CCOCCOC(=O)C1=C(C)NC(=O)NC1c1ccc(O)cc1 (stereo unspecified)	11
CC1CCCN(C(=O)Cc2ccccc2)C1 (stereo unspecified)	12

# 2 entries from above, set out differently:
SMILES: COc1ccc(C)cc1NC(=O)C(=O)NCC1CCCO1 (stereo unspecified)
  ER stress surv: 11
SMILES: CCN(CC)CCNc1nc2nonc2nc1NCCN(CC)CC
  ER stress surv: 0
